mABHD4 FP: ABHD4 (mouse) inhibition, primary FP screen; Q8VD66; purified mABHD4, FP-Rh probe fluorescence polarization; inhibition, % at 8.92 µM; actives 0.54% (n = 370,000); AID 720543;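 active means inhibition exceeding the mean over every tested compound plus 3 SD, cut at about 30% in these data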;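 further: 0% = plate median of compound wells and 100% = S159A mutant with DMSO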
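system = mouse ABHD4 enzyme, wild type | medium = HEPES pH 7.0, NaCl, Pluronic buffer | also added = FP-Rh probe | incubation = Enzyme–compound pre-incubation 45 min, then probe 60 min, both 25 °C | technique = fluorescence polarization, excitation 525 nm, emission 598 nm, BODIPY TMR filters | controls = S159A mutant high control, sample median low control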
Rev-erbA mod: Rev-erb alpha (human) modulation | P20393 | Rev-erbα–FITC-DNA binding, fluorescence polarization, 90 min | activity, % at 10 µM | actives 0.79% (n = 370,000);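 active means activity above about 14%, limit read from the data; passing the limit was not always enough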;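 further: 0% = DMSO wells with 35 nM protein and 100% = DMSO wells with 750 nM protein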
PRMT1 inh: PRMT1 (human) inhibition, primary screen | actives 1.3% (n = 370,000) | Q99873 | inhibition, % at 2.79 µM | recombinant PRMT1, activity-based probe fluorescence polarization;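 active means inhibition above about 21% made by adding two undisclosed values, limit read from the data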
HTRA1 inh: inhibitors of human serine peptidase HTRA1; Q92743; recombinant HTRA1, FP-rhodamine activity-based probe, fluorescence polarization; inhibition, % at 5.96 µM; actives 0.5% (n = 340,000); AID 504803; in the data active means inhibition above about 36%;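 further: 0% = enzyme with DMSO and 100% = wells lacking enzyme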
Target sequence (Q92743 whole entry, looked up): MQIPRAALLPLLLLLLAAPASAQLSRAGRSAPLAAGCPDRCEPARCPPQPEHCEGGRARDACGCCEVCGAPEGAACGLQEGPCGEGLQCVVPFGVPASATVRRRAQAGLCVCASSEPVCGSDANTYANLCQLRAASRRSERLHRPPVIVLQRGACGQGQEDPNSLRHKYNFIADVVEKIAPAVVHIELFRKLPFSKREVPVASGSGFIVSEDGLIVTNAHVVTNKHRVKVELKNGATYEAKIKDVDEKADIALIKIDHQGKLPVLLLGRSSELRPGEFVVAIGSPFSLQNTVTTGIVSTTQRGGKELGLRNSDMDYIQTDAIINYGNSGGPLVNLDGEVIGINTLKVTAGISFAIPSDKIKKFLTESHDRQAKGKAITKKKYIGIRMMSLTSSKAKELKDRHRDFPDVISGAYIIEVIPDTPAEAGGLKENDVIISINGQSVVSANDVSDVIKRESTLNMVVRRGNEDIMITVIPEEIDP
PG9 Ab binder: binds the HIV-1 gp120 antibody PG9 | inhibition, % at 6.7 µM | AID 624416 | TR-FRET gp120-PG9 antibody binding | actives 0.43% (n = 360,000); in the data active means inhibition above about 8.5%
rCAG RNA binder: molecules binding r(CAG) RNA repeats. r(CAG) RNA repeat, TO-PRO-1 dye displacement fluorescence. inhibition, % at 3 µM. actives 1.3% (n = 370,000);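 active means inhibition above the plate cutoff, the mean of all test compounds on that plate plus 3 SD, cut at about 35% in these data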;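 further: 0% = DMSO alone and 100% = 100 µM mitoxantrone as full dye displacement; higher means more dye released from RNA so lower well fluorescence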
UHRF1 MBD2 ctr: human UHRF1 methylated DNA binding inhibitors. Q96T88. UHRF1 binding to methylated oligo, TR-FRET. inhibition, % at 4.4 µM. actives 0.75% (n = 370,000). AID 687016; in the data active means inhibition above about 21%;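 further: UHRF1 SRA domain binding a hemimethylated CpG hairpin DNA probe; 0% = median of test compound wells and 100% = reference inhibitor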
TCR-CD3 inh: blocks the human TCR-CD3 interaction; TAMRA-labeled TCR probe fluorescence, biochemical; inhibition, % at 9.4 µM; actives 0.37% (n = 360,000); AID 651800; in the data active means inhibition above about 19%;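 further: recombinant mutant TCR 2C K166C tagged with TAMRA read by polarization; 0% = receptor in buffer alone and 100% = receptor with positive control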
MBD2 inh: inhibitors of human MBD2 binding to methylated oligonucleotide; TR-FRET; actives 0.31% (n = 370,000); inhibition, % at 4.4 µM; Q9UBB5; in the data active means inhibition above about 13%
Target sequence (Q9UBB5 whole entry, looked up): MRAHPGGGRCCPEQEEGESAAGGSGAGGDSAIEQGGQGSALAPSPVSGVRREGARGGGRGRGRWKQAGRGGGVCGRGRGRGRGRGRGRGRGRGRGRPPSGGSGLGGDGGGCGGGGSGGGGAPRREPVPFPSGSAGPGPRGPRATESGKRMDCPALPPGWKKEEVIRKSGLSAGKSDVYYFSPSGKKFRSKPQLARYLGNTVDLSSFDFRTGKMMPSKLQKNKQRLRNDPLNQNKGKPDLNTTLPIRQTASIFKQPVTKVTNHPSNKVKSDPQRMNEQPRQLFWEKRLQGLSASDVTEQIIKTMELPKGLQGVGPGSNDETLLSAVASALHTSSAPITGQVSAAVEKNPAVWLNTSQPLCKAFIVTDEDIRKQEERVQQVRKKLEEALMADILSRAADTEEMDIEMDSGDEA
LEDGF integ inh: blocks HIV-1 LEDGF/p75-dependent DNA integration | inhibition, % at 3.7 µM | TR-FRET IN-LEDGF/p75 DNA integration, Eu/Cy5 | actives 0.64% (n = 370,000);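 active means inhibition above the screen-wide mean plus 3 SD, cut at about 13% in these data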;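 further: signal is the Cy5 over europium emission ratio at 671 and 618 nm; 0% = plate median of compound wells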
Numbers without * were called inactive; nt = no result given. These rows are one share of the data; rates above refer to the full screens.

SMILES | mABHD4 FP | Rev-erbA mod | PRMT1 inh | HTRA1 inh | PG9 Ab binder | rCAG RNA binder | UHRF1 MBD2 ctr | TCR-CD3 inh | MBD2 inh | LEDGF integ inh
O=C(Nc1nc2ccccc2n1CCN1CCOCC1)c1cn(-c2ccccc2)nc1-c1ccccc1 | -3 | -3 | 2 | -10 | -1.5 | 5 | -2 | -3 | 0 | 2
Cc1cc(NC(=O)CSc2nnc(-c3c[nH]c4ccccc34)n2-c2ccc(F)cc2)no1 | 0 | 2 | -1 | -4 | -3.3 | 3 | 1 | 2 | -5 | -1
CC(Oc1ccc(C(=O)c2ccccc2)cc1)C(=O)N1CCOCC1 (stereo not drawn) | -10 | 3 | 2 | 6 | 0.6 | -6 | 2 | -3 | -3 | -1
Cn1c(SCC(=O)N2CCCC2)nc2cccnc21 | 1 | 2 | -2 | 0 | -0.5 | -2 | 2 | 3 | -3 | -3
CC(O)CNc1nc2c(c(=O)n(Cc3cccc(Cl)c3)c(=O)n2C)n1C (stereo not drawn) | -1 | 0 | 2 | 7 | -0.7 | 1 | 2 | 10 | 0 | -1
CC1CC(C)CN(C(=O)COC(=O)CNS(=O)(=O)/C=C/c2ccccc2)C1 (stereo not drawn) | 2 | -1 | 0 | 1 | 0.2 | -5 | 1 | 6 | -1 | 1
CCCCn1c(C)cc(/C=C(\C#N)C(=O)O)c1C | 9 | -8 | -1 | 0 | 0.8 | 3 | -1 | 4 | -4 | 1
CNC(=O)N(C1=NCCCCC1)c1ccc(Br)cc1 | -2 | 0 | 1 | -2 | -0.4 | -1 | 4 | 1 | 0 | 0
COc1ccc(CNC(=O)CSc2nnc(NC(=O)C3CC3)s2)cc1 | 4 | 4 | -1 | 7 | -1.5 | 2 | 2 | 2 | 3 | 2
CCOC(=O)/C(=N\Nc1cc(Cl)ccc1Cl)N1CCN(C)CC1 | 14 | -1 | 1 | 4 | 0.7 | -6 | 0 | -3 | 1 | 1
Clc1ccccc1-c1ncnc2ccc(Br)cc12 | 5 | 10 | 1 | nt | 2.0 | -4 | 3 | 0 | -1 | -1
COC(=O)Cn1c(=N)n(CCN2CCCCC2)c2ccccc21 | -4 | 3 | -3 | 6 | 0.1 | -2 | 2 | 2 | -3 | 5
Cn1cccc1C1CCCN1CC(=O)Nc1ccc(F)c(F)c1F (stereo not drawn) | -7 | 1 | 4 | -5 | 2.1 | 13 | 14 | 4 | 11 | 4
Nc1nc(SCc2ccc(Cl)cc2Cl)ns1 | -14 | -1 | 1 | -18 | 0.7 | 1 | -1 | 2 | 3 | -3
CNCc1cc(C)n(-c2cc(S(=O)(=O)N3CCOCC3)ccc2N2CCCC2)c1C | 19 | -6 | 15 | 1 | -1.2 | 12 | -3 | 2 | 1 | 2
Cc1ccc(NC(=O)Nc2ccc3c(c2)N(C)C(=O)CS3)cc1C | 2 | 6 | 6 | -2 | -2.1 | 16 | 2 | -10 | 5 | 1
COc1cc(OC)c(C(=O)Nc2ncn[nH]2)cc1OC | -12 | -7 | -4 | -1 | -2.9 | 4 | 2 | 1 | 5 | -1
O=C(CNCCc1ccccc1)Nc1ccc(C(=O)N2CCCCC2)cc1 | 2 | 4 | 0 | -8 | 2.7 | -3 | 4 | -7 | 7 | 0
Cc1c(NC(=O)COC(=O)c2ccc(F)c(S(=O)(=O)N3CCOCC3)c2)c(=O)n(-c2ccccc2)n1C | -5 | -2 | 0 | 5 | 3.8 | -5 | -2 | -9 | -5 | 3
CCCCOc1ccc(N(CC(=O)NCC2CCCO2)C(=O)CCC(=O)Nc2nccs2)cc1 (stereo not drawn) | -7 | -5 | -3 | 0 | -1.8 | -4 | 3 | 5 | 4 | 5
CCN(C(=O)COC(=O)c1cc2ccccc2cc1OC)c1c(N)n(Cc2ccccc2)c(=O)[nH]c1=O | -2 | 2 | -1 | 2 | 0.3 | 2 | -3 | 2 | 0 | 1
Cc1cnc(NC(=O)CCN2C(=O)C3CCCCC3C2=O)s1 (stereo not drawn) | -5 | 2 | 0 | 3 | -0.3 | 0 | -1 | 7 | 0 | 5
CC(=O)Nc1ccc(NCc2ccc(C)s2)cc1 | 6 | 2 | 3 | 2 | -2.8 | 2 | -2 | 1 | -7 | 4
COc1ccccc1NC(=O)N(Cc1ccco1)Cc1cc2ccc(C)c(C)c2[nH]c1=O | -10 | 1 | 14 | -39 | 0.2 | 7 | 3 | -5 | 5 | -1
Cc1cn2c(nc1=O)OC1CC2OC1CO (stereo not drawn) | 4 | -3 | 4 | 3 | 0.9 | -3 | 9 | 3 | 2 | -1
CCN1CCN(C(c2ccccn2)c2c(NC(=O)c3ccccc3)sc(C)c2C)CC1 (stereo not drawn) | 0 | -5 | 2 | -1 | -1.3 | -9 | 0 | 2 | 1 | -2
Nc1cc(N2CCCC2)ccc1[N+](=O)[O-] | 3 | 7 | -1 | 0 | -4.1 | -3 | -15 | 14 | -20 | -3
NC(=O)c1ccc(SCC(=O)OCC(=O)N2CCN(C(=O)c3ccco3)CC2)c([N+](=O)[O-])c1 | -6 | -4 | 22* | -1 | -0.8 | 8 | 9 | 1 | 5 | -6
Cc1cccn2c(=O)c(/C=N/O)c(NCc3ccccc3)nc12 | -8 | 7 | 9 | -11 | 2.7 | 5 | 5 | -1 | 2 | -2
CC(C)NC(=O)NC(=O)COC(=O)c1ncc(Cl)c(Cl)c1Cl | -3 | 2 | -2 | -12 | -1.3 | -6 | 5 | -6 | 1 | 4
CC(C)(C)NC(=O)C(=O)NNC(=O)c1ccc(C(C)(C)C)cc1 | 7 | 4 | -1 | 7 | -0.1 | 5 | -2 | 6 | 5 | 0
COc1ccc(-c2cc(C(=O)O)no2)cc1 | -48 | -3 | 10 | -7 | -0.8 | 9 | 4 | -10 | 5 | 2
C=CCOc1ccc(CNc2nn[nH]n2)cc1 | -1 | -3 | -3 | 1 | 0.9 | 10 | 7 | -15 | 6 | -1
O=C(CSc1n[nH]c(=O)[nH]c1=O)c1ccccc1 | 1 | -1 | 2 | -3 | -1.7 | 0 | 1 | 5 | 3 | 2
COc1cc(C(=O)NC2CCCC2)c(Br)c(OC)c1OC | -4 | 2 | 1 | 4 | -1.1 | 2 | 5 | -5 | -1 | 2
CCOC1=C(C#N)CC2(CC1)c1ccccc1-c1ccccc12 | -7 | 3 | -2 | -25 | 1.6 | 1 | -3 | -5 | 2 | 0
O=C(Nc1cccc(O)c1)C1CC(c2ccc(Cl)cc2)=NO1 (stereo not drawn) | -1 | -4 | -2 | -3 | -2.9 | 0 | -3 | -2 | 1 | 0
O=C(NCCNC(=O)c1ccccc1)c1ccccc1 | 4 | 3 | 4 | -1 | 1.5 | -1 | 1 | 4 | -4 | 3
O=C(Nc1ccc(C#Cc2ccccc2)cc1)C1CC1 | -10 | 3 | 1 | -22 | 1.0 | 3 | 5 | -1 | 9 | 2
Cc1cc(O)c(NC(=O)c2cc([N+](=O)[O-])ccc2Cl)cc1C | 2 | -3 | -1 | -8 | 0.2 | 6 | -2 | 3 | 5 | 1
CCC1Sc2ccc(S(=O)(=O)CCC(=O)NCc3ccco3)cc2NC1=O (stereo not drawn) | 1 | 3 | -8 | 2 | -2.6 | 3 | -2 | 3 | 6 | 1
O=C(CC1SC(=Nc2ccccc2F)N(CCN2CCOCC2)C1=O)Nc1ccc(F)cc1F (stereo not drawn) | -4 | 1 | 0 | -9 | 2.5 | -8 | -4 | 9 | -5 | -2
Nn1c(SCC(=O)NC2CCCCC2)nnc1-c1ccccc1F | -3 | 6 | 4 | 3 | 1.2 | 0 | -1 | -7 | -5 | -4
CNc1nc(Oc2ccc(C(=O)OC)cc2)nc(SC)n1 | -2 | -2 | -1 | 7 | 1.8 | -7 | 0 | -2 | 2 | -1
CC(=O)c1ccc(N2CCN(C(=S)Nc3ccccc3F)CC2)cc1 | -6 | 4 | -5 | 8 | -1.9 | -1 | -1 | 7 | -3 | 2

4 compounds picked at random from those above:
SMILES | mABHD4 FP | Rev-erbA mod | PRMT1 inh | HTRA1 inh | PG9 Ab binder | rCAG RNA binder | UHRF1 MBD2 ctr | TCR-CD3 inh | MBD2 inh | LEDGF integ inh
Cc1cc(O)c(NC(=O)c2cc([N+](=O)[O-])ccc2Cl)cc1C | 2 | -3 | -1 | -8 | 0.2 | 6 | -2 | 3 | 5 | 1
O=C(NCCNC(=O)c1ccccc1)c1ccccc1 | 4 | 3 | 4 | -1 | 1.5 | -1 | 1 | 4 | -4 | 3
O=C(CC1SC(=Nc2ccccc2F)N(CCN2CCOCC2)C1=O)Nc1ccc(F)cc1F (stereo not drawn) | -4 | 1 | 0 | -9 | 2.5 | -8 | -4 | 9 | -5 | -2
Nn1c(SCC(=O)NC2CCCCC2)nnc1-c1ccccc1F | -3 | 6 | 4 | 3 | 1.2 | 0 | -1 | -7 | -5 | -4

Other records follow:
SMILES | mABHD4 FP | Rev-erbA mod | PRMT1 inh | HTRA1 inh | PG9 Ab binder | rCAG RNA binder | UHRF1 MBD2 ctr | TCR-CD3 inh | MBD2 inh | LEDGF integ inh
CC1(C)C[C@H](O)[C@]2(CO)[C@H](O)C[C@]3(C)C(=CCC4[C@@]5(C)CC[C@H](O)C(C)(C)C5CC[C@]43C)[C@@H]2C1 (stereo partly drawn) | 18 | -7 | -2 | -35 | -0.9 | -2 | -2 | -3 | 4 | 1
COc1cc2oc(=O)cc(-c3ccc(-c4ccc(O)cc4)cc3)c2c(OC)c1OC | -11 | -7 | 0 | -43 | -0.2 | 11 | 0 | 4 | -4 | -1
CCc1cc(=O)oc2c3c(cc(OCC(=O)NCc4ccncc4)c12)OC(C)(C)CC3 | -2 | -3 | -3 | 1 | 1.7 | -6 | -3 | 6 | -2 | -2
CC1(C(=O)NS(=O)(=O)C2CC2)CCCN(C(=O)c2c(F)cccc2F)C1 (stereo not drawn) | -2 | -3 | 0 | nt | -0.2 | 1 | 1 | 0 | 5 | -5
CC(Oc1ccc(Br)cc1)C(=O)N(C)CC(=O)Nc1ccc(N2CCOCC2)cc1 (stereo not drawn) | 0 | 2 | 5 | 3 | -0.4 | -1 | 1 | -1 | 2 | 0
COc1cccc2cc(C(=O)N3CCC(C)CC3)c(=O)oc12 | -6 | 4 | 5 | 2 | -1.7 | 0 | 1 | -5 | 3 | 4
CC1Cc2cc(S(=O)(=O)N3CCC(C(=O)NCc4ccco4)CC3)ccc2N1C(=O)C1CCC1 (stereo not drawn) | 6 | 5 | 6 | 3 | -1.6 | 4 | 2 | 8 | -4 | -2
COc1ccc(CNC(=O)Cn2ccc3cc(S(=O)(=O)N4CCCC4)ccc32)cc1OC | 5 | 2 | 1 | 4 | -0.9 | 2 | 2 | -2 | -3 | -5
O=C1CCc2cc(S(=O)(=O)Nc3ccc(F)cc3)cc3c2N1CC3 | -5 | 4 | 2 | -6 | 1.7 | -2 | 1 | -1 | 1 | 1
CCOc1ccccc1NC(=O)/C(C#N)=C/c1c(C)nn(-c2ccccc2)c1Cl | -5 | -4 | -3 | -2 | 1.1 | 4 | 3 | -5 | -6 | -1
COC(=O)C1CCN(c2ccc([N+](=O)[O-])cc2)CC1 | -10 | 12 | -3 | 8 | 0.3 | 2 | -1 | -3 | -11 | 4
CCOC(=O)N1CCN(C(=S)NC(=O)/C=C/c2ccc(C)cc2)CC1 | -4 | 4 | -4 | -5 | -2.0 | -3 | 1 | 0 | 3 | 4
Cc1ccc(NS(=O)(=O)c2cc(-c3cc(C)no3)ccc2C(C)C)nc1 | -5 | 2 | 2 | -4 | 0.8 | 7 | -5 | 1 | -10 | 0

From PubChem
